# Assay outcomes: PubChem BioAssay, several laboratories
# NadD inh: inhibitors of S. aureus NadD, primary screen, biochemical, colorimetric, uHTS | purified NadD enzyme, colorimetric absorbance read-out | inhibition, % at 20 µM | 360,000 compounds, 0.78% hits; in the data active means inhibition above about 26%; further: some compounds past the cut are filed as inactive
# SUMO1 PPI mod: modulators of SUMO1 protein-protein interactions, primary screen, biochemical, uHTS; SUMO1 binding to a labelled peptide, TR-FRET, 1 h; inhibition, % at 20 µM; 360,000 compounds, 0.33% hits; AID 602429, 2012; in the data active means inhibition above about 37%
# DNMT1 inh: human DNMT1 methyltransferase inhibitors, primary screen, biochemical, molecular beacon, fluorescence, HinP1I cleavage, uHTS | inhibition (reported as % activation of signal), % at 10 µM | AID 588458, 2011 | 360,000 compounds, 0.83% hits; in the data active means inhibition above about 50%
# Neddyl block: inhibitors of cullin neddylation, primary screen, biochemical, TR-FRET, uHTS, NAE and Ubc12; AID 651699, 2012; calls only at 25 µM; 360,000 compounds, 0.58% hits; NEDD8-conjugating enzyme Ubc12 (Homo sapiens) + NEDD8-activating enzyme E1 regulatory …; in the data active means inhibition above about 36%
# Scp-1 inhibitor: Scp-1 phosphatase inhibitors, primary screen, biochemical, colorimetric, uHTS; 340,000 compounds, 0.88% hits; inhibition, % at 20 µM; AID 493091, 2011; Carboxy-terminal domain RNA polymerase II polypeptide A small phosphatase 1 (Homo …; Recombinant Scp1, phosphopeptide, malachite green phosphate absorbance;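 active means inhibition above about 50% at 20 µM, limit read from the data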;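 further: plate controls were DMSO wells with enzyme for no effect and wells lacking enzyme for full effect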
# Target sequence (Q9GZU7 76-261 limits assumed): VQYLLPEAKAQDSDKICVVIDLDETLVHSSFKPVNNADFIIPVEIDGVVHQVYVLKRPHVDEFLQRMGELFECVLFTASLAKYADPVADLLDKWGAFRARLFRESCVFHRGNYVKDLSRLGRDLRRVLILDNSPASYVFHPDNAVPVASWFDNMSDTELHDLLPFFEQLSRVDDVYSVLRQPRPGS
#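 assay system = SCP-1 phosphatase catalytic domain, residues 76-261 | buffer or medium = 50 mM Tris acetate pH 5.5, 0.005% Tween-20, 10 mM MgCl2 | incubation = enzyme reaction 45 min at room temperature, colour 5 min, stabilisation 30 min | signal = Phosphate-binding colour reagent, absorbance read at 630 nm | measure = % inhibition at 20 µM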
# Rin1-Abl PPI inh: inhibitors of Rin1-Abl protein binding, primary screen, biochemical, TR-FRET; Tyrosine-protein kinase ABL1 (Homo sapiens) + Ras and Rab interactor 1 (Homo sapiens), …; inhibition, % at 7.35 µM; 360,000 compounds, 0.4% hits; in the data active means inhibition above about 5%, passing the limit was not always enough
# Rpn11 block: Rpn11 (PSMD14) deubiquitinase inhibitors, primary screen, biochemical, fluorescence polarization, uHTS. human 26S proteasome, Ub4-pepOG fluorescence polarization; 20S core pre-blocked with epoxomicin. calls only at 20 µM. 360,000 compounds, 0.59% hits. AID 588493, 2011;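 active means inhibition at 20 µM, scaled to each plate's controls, above about 33%, limit read from the data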
# Target sequence (O00487 whole entry, looked up): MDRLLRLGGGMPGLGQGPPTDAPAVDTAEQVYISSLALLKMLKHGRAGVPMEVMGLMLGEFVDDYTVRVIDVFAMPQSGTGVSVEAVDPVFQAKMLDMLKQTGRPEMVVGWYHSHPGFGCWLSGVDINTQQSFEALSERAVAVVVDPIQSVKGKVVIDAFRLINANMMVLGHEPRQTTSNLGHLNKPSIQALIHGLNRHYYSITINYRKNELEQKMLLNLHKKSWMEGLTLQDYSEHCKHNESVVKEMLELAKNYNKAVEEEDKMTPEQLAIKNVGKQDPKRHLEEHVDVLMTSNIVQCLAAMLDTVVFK
# STEP inh: STEP phosphatase inhibitors, primary screen, biochemical, fluorescence intensity, uHTS | Tyrosine-protein phosphatase non-receptor type 5 (Homo sapiens), P54829 | 360,000 compounds, 0.25% hits | inhibition, % at 20 µM | AID 588621, 2011 | recombinant STEP, OMFP fluorogenic substrate;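 active means inhibition at 20 µM, scaled per plate between control wells, above about 37%, limit read from the data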;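 further: 0% = DMSO with enzyme and substrate and 100% = substrate only without enzyme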
# Target sequence (P54829 whole entry, looked up): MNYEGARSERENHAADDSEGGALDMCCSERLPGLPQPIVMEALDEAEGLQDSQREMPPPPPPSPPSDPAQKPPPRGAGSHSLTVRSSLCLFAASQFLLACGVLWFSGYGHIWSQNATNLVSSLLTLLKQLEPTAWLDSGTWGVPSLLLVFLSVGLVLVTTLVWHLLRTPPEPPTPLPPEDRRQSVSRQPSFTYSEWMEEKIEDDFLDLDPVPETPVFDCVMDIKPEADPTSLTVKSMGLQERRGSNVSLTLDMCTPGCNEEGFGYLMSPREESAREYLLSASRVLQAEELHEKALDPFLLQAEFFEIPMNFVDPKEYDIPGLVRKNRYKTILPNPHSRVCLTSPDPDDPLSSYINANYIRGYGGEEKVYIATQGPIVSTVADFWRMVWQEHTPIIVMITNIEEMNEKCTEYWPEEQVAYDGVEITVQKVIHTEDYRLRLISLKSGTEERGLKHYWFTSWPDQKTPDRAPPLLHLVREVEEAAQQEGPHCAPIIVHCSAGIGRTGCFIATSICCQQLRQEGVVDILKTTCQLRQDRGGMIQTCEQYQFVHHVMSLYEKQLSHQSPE
#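 Material: STEP (striatal-enriched tyrosine phosphatase) enzyme, cell-free; Compound dosing: 20 µM single dose in 1% DMSO; Technique: fluorescence read at 480 nm ex / 540 nm em; Times: reaction 20 min, ambient temperature; Medium: 50 mM Bis-Tris pH 6.0 with 2.5 mM DTT and 0.005% Tween 20; Also added: OMFP at 25 µM.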
# LMPTP block: LMPTP phosphatase inhibitors, primary screen, biochemical, fluorescence intensity, uHTS | Low molecular weight phosphotyrosine protein phosphatase (Homo sapiens), P24666 | recombinant LMPTP-A, OMFP fluorogenic substrate | inhibition, % at 20 µM | 360,000 compounds, 0.22% hits;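 active means compounds that cut the enzyme signal by at least half of the control window in the single-dose screen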;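 further: plate controls were DMSO wells with enzyme plus substrate for no effect and substrate without enzyme for full effect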
#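 Material: LMPTP-A; amount: 0.625 nM enzyme; doses: single 20 µM dose; times: reaction 50 min, room temperature, dark; technique: fluorescence intensity of OMFP turnover product; benchmarks: no-enzyme and uninhibited controls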
# CSN inh: inhibitors of CSN-mediated cullin deneddylation, primary screen, biochemical, fluorescence polarization, uHTS; 360,000 compounds, 0.38% hits; inhibition, % at 12.5 µM; AID 651999, 2013; Purified CSN, SCF-Nedd8-OG deneddylation;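 active means pattern-corrected inhibition above about 35%, with an unprinted fluorescence ratio check between 0.5 and 1.5, limit read from the data, passing the limit was not always enough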;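 further: 0% = enzyme with substrate and 100% = substrate without enzyme; some results filed as inactive read as strong as hits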
#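 Schedule: reaction 90 min, room temperature / Assay system: HEK293T-derived human Csn5 enzyme / Input: Csn5 at 0.24 nM final / Measure: inhibition of Csn5 cleavage, % / Control set: substrate-only high control, full reaction low control / Technique: fluorescence polarization of the substrate / Buffer or medium: Tris/NaCl/DTT buffer, pH 7.5 / Reagent: SCFSkp2-Nedd8OG substrate at 10 nM final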
# * marks the source's active call; other numbers are inactive results; i = inactive; / = not tested or not shown.
no.	Compound	NadD inh	SUMO1 PPI mod	DNMT1 inh	Neddyl block	Scp-1 inhibitor	Rin1-Abl PPI inh	Rpn11 block	STEP inh	LMPTP block	CSN inh
1	NC1=NN=C(N2N=C(c3ccccc3)CC2(O)C(F)(F)F)n2ncnc2C1 (stereo not drawn)	10	-4	3	/	-4	1	i	2	1.0	-6
2	O=[N+]([O-])c1ccc(C2CCCC/C2=N/OCc2ccc(F)cc2)c([N+](=O)[O-])c1 (stereo not drawn)	4	-11	-8	i	-9	-2	i	6	4.0	0
3	O=C(NC1CC(=O)N(c2ccc(F)cc2)C1)C(=O)c1c[nH]c2ccccc12 (stereo not drawn)	-4	-2	1	i	-3	-1	i	0	-1.2	-4
4	CCN1CCN(c2c(Cl)cccc2NC(=O)c2ccc3c(c2)OCCO3)CC1	-1	4	-8	i	-2	4	i	-2	-1.4	1
5	O=C(c1ccc2c(c1)OCO2)c1ccc[nH]1	-2	-4	2	i	/	-1	i	0	-1.2	-3
6	CC1CC(C)CN(C(=O)C2CCCN(S(=O)(=O)c3cccc4nonc34)C2)C1 (stereo not drawn)	-3	-22	-4	i	4	0	i	-2	0.6	0
7	Cc1cc(/C=N/n2cnnc2)c(C)n1-c1ccc(Cl)cc1	8	2	0	i	22	-1	i	-2	-1.5	-2
8	Cc1cc(C(=O)N2CCCC(C(=O)c3ccc(Oc4ccccc4)cc3)C2)n[nH]1 (stereo not drawn)	1	6	0	i	-5	-1	i	-3	1.4	4
9	CN(c1ccccc1C(=O)Nc1ccccc1C(=O)NCc1ccco1)S(C)(=O)=O	0	2	-1	i	-2	2	i	-8	-0.7	3
10	COc1ccc(C(=O)Nc2ccc3c(c2)nc(CN2CCN(C(C)=O)CC2)n3C)cc1	-1	-1	-1	i	-5	-2	i	-9	0.1	1
11	Cc1ccc(S(=O)(=O)CCC(=O)Nc2nc(-c3ccncc3)cs2)cc1	0	-2	9	i	-9	-2	i	8	1.9	8
12	O=C(COC(=O)c1cccs1)Nc1cc(S(=O)(=O)N2CCOCC2)ccc1Cl	-5	-3	-2	i	2	3	i	2	-0.4	2
13	CCC(C)NC(=O)C1CCN(S(=O)(=O)c2ccc(OC)cc2)CC1 (stereo not drawn)	-1	3	3	i	2	2	i	0	-0.7	4
14	CC(=O)c1ccc2noc(-c3ccc(C)cc3)c2c1	4	0	-5	i	-8	3	i	1	-1.1	2
15	O=C(COC(=O)/C=C/c1cccc(F)c1)Nc1ccc(Cl)cn1	-5	-5	1	i	-1	-7	i	2	-1.2	-2
16	O=C(CSc1ncc(C(F)(F)F)cc1Cl)N1CCN(S(=O)(=O)c2ccccc2)CC1	0	-4	-3	i	0	0	i	7	0.2	0
17	O=C(OCc1ccc(COC(=O)c2cccnc2Cl)cc1)c1cccnc1Cl	-7	0	-5	i	-11	0	i	1	0.4	2
18	O=C(OCc1cn([C@@H]2CN(Cc3cccs3)[C@@H](c3ccc(Cl)cc3)C[C@H]2O)nn1)c1ccccc1	11	1	-14	i	/	0	i	-4	3.4	-2
19	Cc1onc(-c2c(F)cccc2Cl)c1C(=O)NC1CCCCCC1	-3	-1	-1	i	-4	0	i	0	-1.2	3
20	CCCc1nnc(NC(=O)CCC(=O)N2CCN(c3nc(C)cc(C)n3)CC2)s1	4	2	0	i	-6	1	i	1	-0.9	5
21	CC1c2cc3c(cc2CCN1CC(=O)Nc1ccccc1)OCCCO3 (stereo not drawn)	-1	0	-1	i	4	2	i	-5	-1.1	0
22	C[C@@H]1CN([C@@H](C)CO)C(=O)CCCn2nncc2CO[C@H]1CN(C)Cc1ccc2c(c1)OCCO2	-5	6	0	i	/	3	i	1	-2.5	7
23	Cc1c(C(=O)NCc2cccc([N+](=O)[O-])c2)sc(=O)n1Cc1cccc(F)c1	-4	-18	-6	i	/	-1	i	-1	0.7	0
24	Cc1noc(C)c1S(=O)(=O)N(CC(=O)Nc1ccc2c(c1)OCO2)c1ccc(C(C)C)cc1	-5	3	1	i	-15	2	i	2	1.6	-3
25	Cc1cccc(NC(=O)c2cc([N+](=O)[O-])ccc2NC2CCCCC2)c1	0	0	-1	i	-2	-6	i	-2	2.2	-4
26	COc1ccc(N(C(C)C(=O)N/N=C/c2ccc(OCC(C)C)cc2)S(C)(=O)=O)cc1 (stereo not drawn)	-6	-1	-3	i	-5	-3	i	-1	1.0	-9
27	CCCCN(CCCC)Cc1ccc(C(=O)NNC(=O)Nc2ccccc2)o1	-7	-4	-2	i	9	1	i	-1	-1.9	4
28	CNC(=O)c1c(NC(=O)c2cccc(N3C(=O)CCC3=O)c2)sc2c1CCCC2	0	7	-2	/	-12	-1	i	0	0.4	3
29	CC1(OC(=O)C2CCCC2)C(=O)C=C2C=C(c3ccsc3)N(Cc3ccccc3)C=C2C1=O (stereo not drawn)	9	-24	-5	i	9	2	i	0	2.9	1
30	COC(=O)[C@@]1(Cc2ccccc2)[C@H]2C(=O)N(Cc3ccccc3)C(=O)[C@H]2[C@H]2CN=C(SCc3ccccc3)N21	11	7	-6	i	21	-4	i	-3	2.7	-2
31	CC(C)C(NS(=O)(=O)c1cccc2nsnc12)C(=O)NC1CCCCC1C (stereo not drawn)	2	-35	1	i	1	1	i	-1	-1.6	3
32	COc1ccc(CCNC(=O)CN(c2ccc(C)cc2)S(=O)(=O)c2c(C)noc2C)cc1OC	-5	0	-6	i	-5	-3	i	-5	-0.6	4
33	O=[N+]([O-])c1cccc2c(S(=O)(=O)N3CCOCC3)cccc12	0	-25	14	i	32	-1	i	59*	21	2
34	CN(C)C(CNC(=O)c1ccc(S(=O)(=O)Nc2cccc(C(F)(F)F)c2)cc1)c1ccco1 (stereo not drawn)	9	-21	-2	i	-6	-3	i	-1	-7.5	7
35	CCN(CC)S(=O)(=O)c1ccc(O)c(NS(=O)(=O)c2ccccc2F)c1	0	2	3	i	-10	2	i	4	0.9	-3
36	CCNC(=O)C1CC(=O)N(c2ccc(Br)cc2)C1 (stereo not drawn)	-2	2	1	i	-12	4	i	-1	-2.8	4
37	Clc1ccc(SCc2cn3ccccc3n2)cc1	1	0	1	i	1	-1	i	-2	0.5	-2
38	CCCOc1ccc(S(=O)(=O)NCCCN2CCOCC2)c2ccccc12	2	-6	-7	i	-5	-3	i	-2	-1.0	-3
39	CC(=O)Nc1ccc(NC(=O)CN(c2cccc([N+](=O)[O-])c2)S(C)(=O)=O)cc1	1	-15	-6	i	-5	0	i	1	1.9	-6
40	O=C(Nc1ccccc1C(=O)Nc1ccccc1)c1cccs1	-2	-2	-1	i	-6	2	i	1	0.0	-2
41	Cc1c(OC(C)C(=O)N[C@H](C(=O)O)c2ccccc2)ccc2c3c(c(=O)oc12)CCCC3 (stereo partly drawn)	-3	12	4	i	1	4	i	-5	1.0	-1
42	C[C@H](CO)N1C[C@H](C)[C@@H](CN(C)Cc2ccc3c(c2)OCO3)Oc2c(NC(=O)C3CCCCC3)cccc2C1=O	0	5	-8	i	-8	3	i	3	1.8	-2
43	COc1cc(S(=O)(=O)NCC2(N3CCCCC3)CCCCC2)ccc1NC(C)=O	-6	-3	2	i	-8	-2	i	0	-1.7	1
44	Cc1ccc(N(CC(=O)NC2CCCC2)C(=O)Cn2nnc(-c3ccccc3F)n2)cc1	-4	-2	1	i	-3	2	i	0	-0.5	2
45	CCOc1ccccc1CN1CCN(Cc2cn(C)nc2-c2ccccc2)CC1CCO (stereo not drawn)	-4	3	0	i	-5	-2	i	-5	-0.2	9
46	CCOc1cccc(NC(=O)c2cnccc2C(F)(F)F)c1	1	5	3	i	-2	-1	i	1	-0.4	-1
47	O=C(Cn1cnc2ccccc2c1=O)Nc1ccc(S(=O)(=O)N2CCCC2)cc1	4	-2	3	i	-1	2	i	0	0.3	-2
48	CCOC(=O)C1(C)CCCN1C(=O)c1ccc(OC)cc1 (stereo not drawn)	-1	0	6	i	/	-1	i	1	-0.1	-9

# Some of the entries above, set out differently:
# Every second line gives: NadD inh	SUMO1 PPI mod	DNMT1 inh	Neddyl block	Scp-1 inhibitor	Rin1-Abl PPI inh	Rpn11 block	STEP inh	LMPTP block	CSN inh
38) CCCOc1ccc(S(=O)(=O)NCCCN2CCOCC2)c2ccccc12
→ 2	-6	-7	i	-5	-3	i	-2	-1.0	-3
39) CC(=O)Nc1ccc(NC(=O)CN(c2cccc([N+](=O)[O-])c2)S(C)(=O)=O)cc1
→ 1	-15	-6	i	-5	0	i	1	1.9	-6
40) O=C(Nc1ccccc1C(=O)Nc1ccccc1)c1cccs1
→ -2	-2	-1	i	-6	2	i	1	0.0	-2
41) Cc1c(OC(C)C(=O)N[C@H](C(=O)O)c2ccccc2)ccc2c3c(c(=O)oc12)CCCC3 (stereo partly drawn)
→ -3	12	4	i	1	4	i	-5	1.0	-1
42) C[C@H](CO)N1C[C@H](C)[C@@H](CN(C)Cc2ccc3c(c2)OCO3)Oc2c(NC(=O)C3CCCCC3)cccc2C1=O
→ 0	5	-8	i	-8	3	i	3	1.8	-2
43) COc1cc(S(=O)(=O)NCC2(N3CCCCC3)CCCCC2)ccc1NC(C)=O
→ -6	-3	2	i	-8	-2	i	0	-1.7	1
44) Cc1ccc(N(CC(=O)NC2CCCC2)C(=O)Cn2nnc(-c3ccccc3F)n2)cc1
→ -4	-2	1	i	-3	2	i	0	-0.5	2
45) CCOc1ccccc1CN1CCN(Cc2cn(C)nc2-c2ccccc2)CC1CCO (stereo not drawn)
→ -4	3	0	i	-5	-2	i	-5	-0.2	9
46) CCOc1cccc(NC(=O)c2cnccc2C(F)(F)F)c1
→ 1	5	3	i	-2	-1	i	1	-0.4	-1
47) O=C(Cn1cnc2ccccc2c1=O)Nc1ccc(S(=O)(=O)N2CCCC2)cc1
→ 4	-2	3	i	-1	2	i	0	0.3	-2
